Screening results (PubChem BioAssay)
Akt phos inh: inhibitors of Akt phosphorylation. Neuro2A IGF-stimulated pAkt S473 HTRF, 20 min; active compounds read low. activity change, % for hits at 50 µM. actives 0.32% (n = 360,000); in the data active = activity change below about -80%; inconclusive = mostly about -51% to -80%; note: % is set by controls: 0 for no effect and ±100 for the full control effect
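Neuro2A cells in DMEM with 0.5% FBS, overnight at 37 deg C, given compound at single 50 µM final, then IGF (6 nM final) for 20 min at 37 deg C. Lysed; phospho-Akt Ser473 by HTRF after 24 h, 665/615 ratio.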
Nrf2 ARE act: activators of Nrf2 (ARE) signaling; AREc32 ARE-luciferase reporter (MCF7-derived line), luminescence, 24 h; Potency, µM (doses to about 46.1 µM), inactives show top-dose activation, usual class: activators; actives 0.31% (n = 410,000); AID 624171; note: potency is the fitted concentration of half-maximal effect; % of control where 0% means no effect; nearly all actives have a fitted effect of over 65% in size
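AREc32_Fluc, 1000 cells/well, OPTI-MEM + 5% FBS, o/n 37 deg C 5% CO2; 23 nL cpd by pin tool, 24 hr; Steady-Glo 30 min RT, luminescence.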
Abeta rescue: restores growth of yeast expressing A-beta42 peptide | yeast expressing A-beta42, growth rescue, OD600, 48 h; response scale: 0% DMSO, 100% iron-clioquinol control | Potency, µM (series often up to 46.1 µM), for inactives: at the highest dose growth rescue, actives largely listed as activators | actives 0.063% (n = 410,000) | AID 1347071; note: potency is the fitted concentration of half-maximal effect; nearly all actives have a fitted effect of over 55% in size
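Yeast growth medium received pinned compounds, then yeast cells expressing toxic A-beta were added; plates incubated at 30 C for 48 hr. Growth read as absorbance at 600 nm, normalized to DMSO and equimolar FeCl3 plus clioquinol controls.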
HepG2 viability: kills HepG2 cells in TGF-b inhibitor counter-screen; AID 588856; Potency, µM (titrated, usually from 46.1 µM), for the others: at the highest dose activity change, negative = cytotoxicity, actives largely listed as cytotoxic; HepG2 CAGA-GFP viability, ATP luminescence, 18 h; actives 0.76% (n = 410,000); note: potency is the fitted concentration of half-maximal effect; some results filed as inactive show a strong effect at the top dose
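HepG2 CAGA-GFP cells (1000/well, DMEM with 1% FBS) received compound, then TGF-beta at 500 pg/mL final, and were incubated 18 hours at 37 degrees C. Viability was read by CellTiter-Glo luminescence. Media-only wells were set as complete cell-killing and DMSO as no toxicity.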
Nrf2 inh: Nrf2 pathway inhibition; A549 ARE-Fluc reporter, luciferase luminescence, 18-24 h; Potency, µM (doses to about 46 µM), without a hit: top-dose activity change, negative = inhibition, hits mostly inhibitors; actives 2.1% (n = 360,000); AID 504444; note: potency is the fitted concentration of half-maximal effect; % is set by controls: 0 for no effect and ±100 for the full control effect; nearly all actives have a fitted effect of over 60% in size
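Reporter: ARE-Fluc in A549. Exposure: 18-24 h, 37 °C, 5% CO2, 5% FBS OPTI-MEM. Readouts: fluorescent cytotoxicity (CellTiter-Fluor), then luminescent Nrf2 signal after BugLite.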
CCT modulator: cytosolic chaperonin activity modulation; purified chaperonin ATPase assay, HTRF ADP detection, 30 min; activity change, % (no concentration beside the values), hits read low; actives 0.3% (n = 360,000); AID 651819; in the data active = activity change below about -30%; note: % is set by controls: 0 for no effect and ±100 for the full control effect
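ATPase activity: ADP formed was measured by HTRF Transcreener (665/615 nm ratio) after 30 min at 37 deg C with 10 uM ATP. Compounds screened at one 76 uM concentration against 40 or 20 nM TRiC in Tris pH 7.4/KCl/MgCl2/DTT buffer.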
MmCpn inh: M. maripaludis TRiC chaperonin inhibition | purified Mm-Cpn ATPase, ADP Transcreener TR-FRET | Potency, µM (doses to about 76.9 µM), for the others: at the top dose activity, negative = inhibition, hits mostly inhibitors | actives 0.031% (n = 330,000) | AID 504842; note: potency is the fitted concentration of half-maximal effect; % is set by controls: 0 for no effect and ±100 for the full control effect; nearly all actives have a fitted effect of over 80% in size
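ATPase turnover read by TR-FRET ADP competition (Eu cryptate antibody/ADP-d2, 665/590 nm): 10uM ATP final, 25nM Mm-CPN final, 30 min 37degC after 10-min compound preincubation, pH 7.4 Tris/KCl/MgCl2/DTT buffer.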
A549 viability: kills or reduces viability of A549 cells in Nrf2 counter-screen; A549 ARE-Fluc cells, CellTiter-Fluor viability, 18-24 h; Potency, µM (highest dose often 46 µM), inactives show at the highest dose activity change, negative = cytotoxicity, hits mostly inhibitors; actives 0.16% (n = 390,000); note: potency is the fitted concentration of half-maximal effect; % is set by controls: 0 for no effect and ±100 for the full control effect
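A549 ARE-Fluc cells in 5% FBS OPTI-MEM, 5000 cells/well, rested 2 h then exposed to compounds in concentration-response for 18-24 h at 37 °C. Viability by CellTiter-Fluor fluorescence (Ex 405/Em 525) after 30 min; luciferase luminescence (BugLite, 15 min, RT) read afterwards.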
TGFb inhibitor: TGF-b pathway inhibition; HepG2 CAGA-GFP TGF-b/SMAD3 reporter, GFP fluorescence, 18 h; TGF-beta stimulated, 500 pg/mL final; Potency, µM (highest dose often 46.1 µM), for the others: at the top dose activity, negative = inhibition, actives largely listed as inhibitors; actives 1.2% (n = 410,000); note: potency is the fitted concentration of half-maximal effect; % is set by controls: 0 for no effect and ±100 for the full control effect; nearly all actives have a fitted effect of over 65% in size
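Per well, imaged GFP fluorescence of HEPG2 CAGA-GFP cells gives the signal; cells get compound, then TGF-beta (500 pg/mL final), 18 h at 37 degrees C; %Activity versus -TGF-beta and +DMSO controls.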
Active calls of the source: *; i = inactive; ? = inconclusive; . = not tested or not shown; [ ] = remark or other dose. Unless noted, calls come from the whole dose curve; as a rule, active = well fitted curve in the direction sought with a large enough effect; inconclusive = small, poorly fitted or top-dose-only effect, or another doubt; inactive = no such curve, though single readings can be large; an effect the other way counts as inactive or inconclusive.

Molecule	Nrf2 ARE act	MmCpn inh	HepG2 viability	Akt phos inh	CCT modulator	Abeta rescue	TGFb inhibitor	A549 viability	Nrf2 inh
CSc1ncccc1C(=O)Nc1nc2ccc(F)cc2s1	11.8%	-11.6%	4.1%	i	1.6	2.3%	0.1%	-1.2%	?
CCCCCCCOc1ccc(C(=O)Nc2cccnc2)cc1	-0.5%[9.22 µM]	-1.4%	-26.3%	i	-1.8	-2.4%	-23.7%	-14.6%	?
Cc1[nH]n(-c2ccccc2)c(=O)c1N=Nc1ccc(C(=O)O)cc1	6.4%	-0.4%	12.0%	i	-6.8	-7.2%	0.0%	?	11.7%
Cc1cc(C)c2nc(NNC(=O)c3ccc(S(=O)(=O)N4CCCCC4)cc3)sc2c1	1.0%	-0.8%	-20.1%	i	-1.1	3.1%	?	-9.2%	?
CCCCc1nc2cc(C(=O)N3CCNC(=O)C3CC(=O)OC)ccc2o1 (centres undefined)	0.0%	0.8%	2.5%	i	-1.6	-11.0%	-11.9%	2.0%	11.5%
O=C1CC(c2ccco2)Sc2ccccc2N1 (centres undefined)	?	0.6%	-4.0%	i	0.2	1.0%	0.0%	-4.9%	8.8%
CCc1noc(C)c1C(=O)Nc1nc(-c2ccccc2)c(C(C)=O)s1	-0.3%	-5.8%	-4.8%	i	-1.9	14.7%	?	-9.0%	?
CCOC(=O)c1c(C)c(C(=O)Nc2cc(OC)ccc2OC)c(C)n1CC	0.4%	-0.1%	-25.6%	i	0.0	1.4%	-1.6%	-16.8%	?
Cc1ccc(NS(=O)(=O)c2ccc(NC(=O)c3cccs3)cc2)cc1	0.4%	0.9%	2.5%	i	1.2	15.7%	8.6%	-14.6%	?
CC(C)N1CCN(S(=O)(=O)c2ccc3ccccc3c2)CC1	0.5%	-0.9%	4.3%	i	-1.8	-11.5%	16.1%	2.1%	1.9%
O=C1CSC(=S)N1/N=C/C=C/c1ccccc1	5.7%	-2.1%	-2.3%	i	-0.9	15.4%	9.9%	5.3%	8.5%
Cc1ccc(S(=O)(=O)Oc2cccc(N3C(=O)C4CC=CCC4C3=O)c2)cc1 (centres undefined)	-0.7%	-1.5%	1.4%	i	1.0	24.0%	11.2%	-0.9%	-27.0%
COc1ccc(-n2c(=O)c3c4c(sc3n(CC(=O)NCc3ccco3)c2=O)CCC4)c(OC)c1	0.4%	2.7%	4.1%	i	-3.2	26.9%	8.3%	-7.2%	?
CCOc1ccc2nc(SC3CC(=O)N(c4ccc(C)cc4)C3=O)sc2c1 (centres undefined)	0.3%	0.6%	-28.9%	.	-5.0	27.7%	3.1%	6.4%	.
Cc1cccc(NC(=S)N(CCCN2CCOCC2)Cc2cn(C)c3ccccc23)c1	0.8%	-5.4%	0.0%	i	-2.5	29.9%	3.5%	-6.8%	-9.6%

Molecule	Nrf2 ARE act	MmCpn inh	HepG2 viability	Akt phos inh	CCT modulator	Abeta rescue	TGFb inhibitor	A549 viability	Nrf2 inh
COc1ccc(-n2nc3ccc(NS(C)(=O)=O)cc3n2)cc1Cl	4.5%	-11.1%	-14.8%	i	-0.7	17.3%	?	-1.7%	?
O=C(CCNS(=O)(=O)c1cccs1)N1CCN(c2ccc(F)cc2)CC1	0.0%	-0.4%	-8.2%	i	-1.7	-7.3%	-12.5%	2.6%	-17.5%
CC(=O)c1ccc(OC2(C)CCN(Cc3ccc(OC(F)(F)F)cc3)C2)cc1 (centres undefined)	-0.3%[9.22 µM]	.	-18.1%	i	-1.7	-0.1%	-1.0%	.	.
CCOC(=O)CC(NC(=O)Cc1ccccc1)c1ccccc1Cl (centres undefined)	-0.7%	0.8%	-36.6%	i	1.6	-0.1%	-16.3%	-11.2%	-12.3%
CC(C)Cc1ccc(S(=O)(=O)Nc2cccnc2)cc1	2.6%	2.2%	-23.5%	i	0.1	4.3%	-24.6%	0.1%	-16.6%
O=C(O)c1cccc(CSc2nnc(-c3cccnc3)o2)c1	-1.3%	0.7%	2.3%	i	-1.1	-8.7%	0.6%	-2.7%	?
COc1ccc(OCCNC(=O)C(Cc2c[nH]c3ccccc23)NC(C)=O)cc1 (centres undefined)	1.1%	-1.6%	-0.8%	i	-0.4	1.4%	-1.2%	0.7%	3.2%
Cc1nn(-c2ccccc2)c(C)c1/C=N/NC(=O)CSc1nnc(SCc2cccc3ccccc23)s1	0.1%	0.7%	3.5%	i	-1.5	12.1%	?	-0.7%	3.4%
O=C(Nc1cccnc1Cl)c1cccnc1Cl	-1.0%	-0.4%	-2.0%	i	-1.5	2.9%	-12.5%	1.2%	8.4%
CC(C)Oc1cccc(C(=O)NC(=S)NCc2cccnc2)c1	4.4%	-0.4%	-39.4%	i	0.3	14.5%	?	-13.9%	?
Cc1ccc(-n2c(=O)c3c(c4cc(C)ccc4n3C)n(CC(=O)NCc3ccccc3)c2=O)cc1	0.3%	.	-22.9%	.	.	-15.9%	-12.3%	3.1%	?
CCNC(=S)NNC(=O)Cn1nc(C)cc1C	-0.6%	1.1%	3.0%	i	-1.1	-14.9%	6.8%	0.1%	2.5%
CCCc1nnc(NC(=O)CCC(=O)N2CCC(Cc3ccccc3)CC2)s1	0.2%	2.0%	-1.1%	.	-0.7	-18.8%	-8.4%	4.8%	-19.9%
O=C(Nc1cccnc1)c1ccc(CN2CCc3ccccc3C2)cc1	1.6%	1.1%	-23.1%	i	0.0	-4.4%	-19.7%	5.3%	13µM*
Cc1ccccc1Cn1cc(S(=O)(=O)c2ccc(Cl)cc2)c(=O)c2cc3c(cc21)OCO3	-0.1%	.	-4.4%	.	.	-0.3%	-8.9%	-1.9%	3.6%

Molecule	Nrf2 ARE act	MmCpn inh	HepG2 viability	Akt phos inh	CCT modulator	Abeta rescue	TGFb inhibitor	A549 viability	Nrf2 inh
COc1cc(C(=O)OCc2cc(=O)oc3c(C)c(C)ccc23)ccc1OC(F)F	0.3%	1.9%	7.9%	i	-4.8	-14.0%	-11.6%	-6.9%	-13.8%
Cc1cc2cc3c(N)[nH]nc3nc2cc1C	0.1%	-8.3%	-15.7%	i	-2.7	-1.7%	-6.0%	-4.1%	?
O=c1ccc(S(=O)(=O)N2CCCC2)c[nH]1	-0.1%	?	-3.7%	i	0.6	-11.7%	3.3%	5.2%	6.4%
Cc1nn(CC(=O)NCCN2CCCCCC2)c(=O)c2nn(-c3ccccc3)c(C)c12	0.4%	3.2%	-0.7%	i	-3.8	2.3%	3.8%	0.9%	-0.7%
CC(=O)Nc1ccc(-c2cc(C(=O)O)c3ccccc3n2)cc1	-1.5%	-0.9%	-3.3%	i	-1.3	5.0%	-3.6%	-0.7%	?
O=C(OCC(=O)c1ccc[nH]1)c1ccc(C(F)(F)F)cc1	-0.7%	-0.2%	-11.4%	i	-1.9	-4.9%	8.2%	-0.6%	?
c1ccc(-c2cc3cc4c(cc3cn2)OCO4)cc1	3.6%	-7.3%	-28.5%	i	1.0	-15.3%	?	?	?
COCc1ccc(C(=O)NC(C)c2cnn(-c3ccccc3C)c2C)o1 (centres undefined)	-0.4%	-5.3%	-6.4%	i	0.0	-6.6%	0.5%	-5.2%	7.8%
CCN(CC(=O)Nc1cccc(OC)c1)CC(=O)Nc1ccc(C)cc1Cl	2.5%	-0.5%	5.3%	i	-2.2	-7.3%	?	-0.8%	5.0%
O=C(NCCN1CCOCC1)c1sc2cc(Cl)ccc2c1Cl	5.3%	1.9%	-34.9%	i	-1.8	-25.6%	0.0%	-2.2%	?
COCc1cc(=O)[nH]c(/N=C(\N)Nc2ccc(C)cc2C)n1	-0.2%	0.4%	-14.4%	i	-2.4	-13.4%	-14.5%	0.6%	3.9%
O=C1CN(S(=O)(=O)c2ccccc2)CCN1	-0.6%	1.3%	1.8%	i	-1.2	7.3%	9.5%	0.4%	20.1%
O=C(Nc1cccc(-c2cn3cccnc3n2)c1)c1ccco1	6.9%	0.0%	-15.1%	i	-0.1	-20.6%	10.9%	-3.1%	14.0%
Cc1ccc(NC(=O)Cc2nnc(SCC(=O)Nc3ccc(N4CCOCC4)cc3)n2C)cc1	-0.2%	0.8%	-0.5%	i	0.9	4.1%	-15.7%	4.8%	4.4%
Cc1cc(C)c(C#N)c(SCc2ccccc2[N+](=O)[O-])n1	0.6%	-16.9%	-1.8%	i	1.2	-18.8%	0.0%	?	-21.0%
Cc1c(O)c(=O)ccn1C	-0.8%	-3.4%[15.4 µM]	-8.6%	i	0.0	-29.0%	-0.4%	2.7%	-13.5%
CC1CN/C(=C\C(=O)c2ccccc2)C(=O)N1 (centres undefined)	-0.3%	2.6%	7.0%	.	-4.3	23.3%	-9.0%	-13.2%	?
Cn1c(=O)c2c(ncn2CCNC2=NCCCCC2)n(C)c1=O	0.1%	-0.8%	7.2%	i	-2.9	0.9%	0.0%	1.3%	1.7%

2 of the compounds above, with values under each structure.
Value order: Nrf2 ARE act | MmCpn inh | HepG2 viability | Akt phos inh | CCT modulator | Abeta rescue | TGFb inhibitor | A549 viability | Nrf2 inh
> COCc1ccc(C(=O)NC(C)c2cnn(-c3ccccc3C)c2C)o1 (centres undefined)
    -0.4% | -5.3% | -6.4% | i | 0.0 | -6.6% | 0.5% | -5.2% | 7.8%
> O=C1CN(S(=O)(=O)c2ccccc2)CCN1
    -0.6% | 1.3% | 1.8% | i | -1.2 | 7.3% | 9.5% | 0.4% | 20.1%
